TEAD-YAP block – TEAD-YAP interaction inhibition. 640,000 compounds, 1.4% hits. inhibition, % at 9.12 µM. HEK-TIYL cells, TEAD-Gal4/YAP UAS-luciferase luminescence; in the data active means inhibition above about 32%;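 further: 0% = median of test compound wells and 100% = reference inhibitor wells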
GPR151 activ – activates the human receptor GPR151; Q8TDV0; PathHunter beta-arrestin GPR151 cells, luminescence; activation, % at 11.2 µM; 650,000 compounds, 1% hits; AID 1508602; in the data active means activation above about 4.9%;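 further: 0% = median of compound wells and 100% = cells with positive control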
Target sequence (Q8TDV0 whole entry, looked up): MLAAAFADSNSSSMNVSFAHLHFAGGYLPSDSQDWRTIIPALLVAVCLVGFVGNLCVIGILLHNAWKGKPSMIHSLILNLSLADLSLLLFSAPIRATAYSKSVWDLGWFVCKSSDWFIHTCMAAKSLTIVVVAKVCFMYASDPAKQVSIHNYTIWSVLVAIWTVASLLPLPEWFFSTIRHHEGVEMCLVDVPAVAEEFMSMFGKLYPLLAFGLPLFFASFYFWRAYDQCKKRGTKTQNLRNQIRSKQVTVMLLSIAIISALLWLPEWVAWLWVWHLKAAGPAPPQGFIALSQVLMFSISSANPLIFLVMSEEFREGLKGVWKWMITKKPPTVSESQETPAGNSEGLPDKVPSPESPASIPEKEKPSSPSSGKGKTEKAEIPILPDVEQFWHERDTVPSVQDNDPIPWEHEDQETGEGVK
MITF inh – human MITF inhibition, primary screen. O75030. 650,000 compounds, 0.91% hits. AlphaScreen MITF homodimerization, bead proximity signal. inhibition, % at 2.6 µM; in the data active means inhibition above about 50%;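 further: 0% = vehicle wells with protein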
Target sequence (O75030 whole entry, looked up): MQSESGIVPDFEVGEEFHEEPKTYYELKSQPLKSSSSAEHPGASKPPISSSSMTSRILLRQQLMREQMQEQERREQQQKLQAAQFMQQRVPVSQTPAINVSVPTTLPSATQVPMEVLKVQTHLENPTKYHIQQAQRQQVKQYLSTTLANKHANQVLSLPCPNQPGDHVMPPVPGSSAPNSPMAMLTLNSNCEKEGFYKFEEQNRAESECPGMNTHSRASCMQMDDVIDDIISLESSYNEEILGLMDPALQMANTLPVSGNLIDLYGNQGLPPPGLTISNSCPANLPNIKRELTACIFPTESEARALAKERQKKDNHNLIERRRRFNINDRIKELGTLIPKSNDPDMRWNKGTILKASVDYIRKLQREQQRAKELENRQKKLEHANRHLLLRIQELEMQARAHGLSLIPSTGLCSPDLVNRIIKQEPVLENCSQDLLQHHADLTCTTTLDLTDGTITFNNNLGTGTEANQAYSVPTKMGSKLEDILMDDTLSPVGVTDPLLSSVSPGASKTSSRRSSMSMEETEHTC
FBW7 act – human FBW7 E3 ligase activation, primary screen; AlphaScreen FBW7–phospho-cyclin E peptide binding, activator screen; 650,000 compounds, 0.13% hits; AID 1259310; normalized activity (activation), % at 26.1 µM; in the data active means normalized activity above about 1.9%;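 further: purified mutant Fbw7 with reduced substrate affinity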
* hit, by the source's call.

compound | TEAD-YAP block | GPR151 activ | MITF inh | FBW7 act
O=C(Nc1ccc(Oc2cc(Oc3ccc(F)cc3)cc([N+](=O)[O-])c2)cc1)c1nc2nc(-c3ccccc3)cc(C(F)(F)F)n2n1 | -5 | -1.3 | 7 | 0.0
Cc1cccc(C2=N/C(=C\c3c(Cl)cccc3Cl)C(=O)O2)c1 | 0 | -0.6 | 9 | 0.0
O=C1NC(=S)NC(=O)C1=Cc1ccc(OCc2ccc([N+](=O)[O-])cc2)cc1 | -32 | -1.1 | 11 | 0.0
CCN(CC)CC(O)CN1CCN(S(=O)(=O)c2ccc(Cl)cc2)CC1 (configuration not stated) | 6 | -0.1 | 61* | -0.1
COC(=O)C1=C(C)N(c2ccc(Cl)cc2)/C(=C/c2sccc2C)C1=O | 3 | 1.7 | 12 | 0.1
CS(=O)(=O)Nc1ccc(CC(=O)N2CCCC2)cc1 | 1 | 0.6 | 24 | 1.0
COc1ccc(C2CC(c3ccc4ccccc4c3)=NN2C(=O)CN2C(=O)CCC2=O)cc1 (configuration not stated) | 2 | 0.2 | 2 | -0.1
CN(C)CCN1CCN(c2nc(-c3ccncc3)cnc2N)CC1 | 1 | -1.2 | -9 | -0.1
Cc1ccc(-n2c(=O)[nH]c3c(C(=O)N4CCCC4)cn(C)c3c2=O)cc1 | -4 | 0.7 | 2 | -0.1
CC(=O)c1ccccc1NC(=O)CN1C(=O)NC(C)(c2ccc(Cl)cc2Cl)C1=O (configuration not stated) | 10 | -0.9 | -12 | -0.1
CN(CCC#N)S(=O)(=O)c1ccc2[nH]cc(C(=O)NCc3ccc4c(c3)OCO4)c(=O)c2c1 | -9 | -0.5 | -3 | 0.0
CC(C)=CC(=O)Nc1ccc(S(=O)(=O)Nc2nccs2)cc1 | 2 | -2.3 | 15 | 1.1
COc1ccc(-n2nnc3c(=O)n(CC(=O)NCC4CCCO4)cnc32)cc1 (configuration not stated) | 9 | 0.0 | 20 | 0.4
COc1ccccc1C(=O)Nc1ccc(NC(=O)C2CC2)cn1 | 3 | 0.5 | 5 | 1.4
COC(CNS(=O)(=O)c1ccc(Oc2ccc(S(=O)(=O)NCC(OC)OC)cc2)cc1)OC | 49* | 2.3 | -9 | 0.0
CC1CCCC(C)N1CCNC(=O)c1cccn2c(=O)c3c4c(sc3nc12)CCCC4 (configuration not stated) | -1 | -0.6 | 12 | 0.8
CC1=C(C(=O)Nc2ccccc2)C2(CCCCC2)C(C(N)=O)C(=S)N1 (configuration not stated) | -4 | 1.7 | 3 | -0.1
NC(=O)CCCc1nc(-c2ccccc2)no1 | -9 | -2.6 | 5 | -0.1
CCn1nc(C)c(CN2CCN(CCCc3ccccc3)C(CCO)C2)c1C (configuration not stated) | 20 | 0.0 | 5 | 0.1
CCc1ccc(/C=C2/NC(=O)N(Cc3ccc(Br)cc3)C2=O)cc1 | 12 | 0.9 | 3 | 0.1
COC(=O)[C@@H]1CCCN1C(=O)c1ccc(-n2cc(NC(=O)c3ccc(C)cc3C)cn2)cc1 | 0 | 0.0 | 19 | 0.3
Cc1ccc(-c2ccc3c(c2)CC(CNC(=O)CN2CC(c4ccccc4)CC2=O)O3)nc1 (configuration not stated) | -9 | -0.2 | 0 | 0.2
C/C(=N\OCc1ccc(Cl)cc1)c1ncc(C(F)(F)F)cc1N1CCOCC1 | -5 | -1.8 | 3 | 0.7
COc1ccc(NCc2nn3c(C(=S)Nc4ccccc4)c(-c4ccc(Br)cc4)c4c3n2CCCC4)cc1 | -13 | 0.2 | -5 | -0.1
Cn1c(CC(N)=S)nc2ccccc21 | 10 | -1.2 | 8 | 0.3
O=C(Nc1cccc(NC(=O)c2cccc(Cl)c2Cl)c1)c1ccco1 | -1 | -1.0 | -21 | -0.3
CSc1nnc(CSc2nnc3n(N)cnn23)s1 | -7 | 0.6 | 4 | -0.1
CC(C)N(CCNC(=O)c1ccnc(N2CCCC2CO)c1)C(C)C (configuration not stated) | 1 | -1.8 | 7 | 0.0
COc1ccc(OC)c(N(CC(=O)NCc2ccc(C)cc2)S(C)(=O)=O)c1 | 2 | -0.2 | 4 | 0.3
COc1ccc(CNc2ccc3ncc(-c4ccccc4)n3n2)cc1 | 27 | 0.0 | 2 | -0.1
CC(NCc1c(C(=O)N2CCCCC2)nc2sccn12)c1cccs1 (configuration not stated) | 0 | -0.6 | -8 | -0.3
CSC(=C(C#N)C#N)N1CCOCC1 | 6 | 1.2 | 1 | 0.0
Cn1c(/C=C/c2ccc3c(c2)OCO3)c([N+](=O)[O-])c(=O)n(C)c1=O | 2 | -0.5 | 9 | -0.1
COc1ccc(CNC(=O)Cn2nc([N+](=O)[O-])c(Cl)c2C)cc1 | 2 | -1.4 | -7 | -0.1
O=C(O)CC1=C2CN(C1=O)C(c1ccccc1)c1cc(Br)ccc1N2 (configuration not stated) | -9 | 0.0 | 9 | 0.4
COCCCn1c(=O)[nH]c2ncc(-c3ccc(OC)cc3)nc21 | -3 | 0.8 | -12 | 0.0
CC(C)N1CCC(N2CCN(Cc3cccc(F)c3F)CC2CCO)CC1 (configuration not stated) | 4 | 0.2 | 1 | -0.1
O=c1c2ccccc2[nH]c(=S)n1C1CC1 | 4 | -0.3 | -4 | -0.1
CCOC(=O)COc1ccc2ccccc2c1C1NC(=S)NC(C)=C1C(=O)OCC (configuration not stated) | 12 | 2.1 | 9 | 0.1
CCOC(=O)c1c(-c2ccc(-c3ccccc3)cc2)csc1NC(=O)C1CC1 | 16 | 1.2 | 11 | 0.1
Cc1ccc2c(=O)c(CN3CCCCC3)c(C)[nH]c2c1C | 7 | 0.0 | 5 | -0.2
O=C(Nc1c(F)cccc1F)c1coc(=O)c2ccccc12 | 9 | -0.9 | -10 | 0.1
CCOC(=O)CC1=C(C(=O)OCC)C(c2cccs2)C(C#N)=C(N)O1 (configuration not stated) | -7 | 1.0 | -9 | 0.0
COc1ccc2c(c1)CC(C(=O)Nc1ccc(-c3cn[nH]c3)c(OC)c1)CO2 (configuration not stated) | 1 | 1.0 | -4 | 0.0
Cc1c(C(=O)N2CCN(c3ccccc3)CC2)sc2ncn(Cc3ccccc3F)c(=O)c12 | -1 | 0.4 | 5 | -0.2
O=C(C(c1ccccc1)c1ccccc1)N1CCN(Cc2ccco2)CC1 | 0 | 0.7 | 44 | -0.3
CCSC1=NCCN1C(=O)c1ccc2c(c1)OCO2 | -10 | -0.1 | 3 | -0.1
CCC(=O)N1CCCc2ccc(NS(=O)(=O)c3ccc(OC)c(F)c3)cc21 | 58* | 2.4 | 10 | 0.0
NS(=O)(=O)c1ccc(NC(NC(=O)c2cccs2)C(=O)c2ccccc2)cc1 (configuration not stated) | -6 | -0.6 | -13 | -0.1
Cn1c(=O)c2c(nc(CN3CCOCC3)n2CCN2CCOCC2)n(C)c1=O | -6 | 3.1 | -1 | -0.1
COc1ccc(Cl)cc1NC(=O)/C(=C/c1cccc([N+](=O)[O-])c1)NC(=O)C1CCCCC1 | -5 | 1.7 | 17 | 1.4
CC1Cc2ccccc2N1C(=O)Cc1ccc([N+](=O)[O-])cc1 (configuration not stated) | 6 | 1.0 | -5 | 1.1
CN(CCc1ccccc1)C1CCCN(Cc2ccccn2)C1 (configuration not stated) | 8 | 0.4 | 11 | -0.2
Cc1nn(C)c(C)c1NC(=O)c1ccc2ccccc2c1 | -11 | -0.9 | -7 | 0.7
C=CCc1cc(Cl)ccc1OCCCNC(C)C | 5 | -0.3 | 50 | 1.6
CCCC(O)(c1ccc(OC)cc1)C(CN1CCOCC1)c1ccccc1 (configuration not stated) | -1 | -0.7 | -7 | 0.1
O=C(NCc1ccccn1)c1ccccc1-c1ccccc1 | 2 | -0.8 | -10 | -0.2
O=C1CSC(=S)N1c1cccc(F)c1 | -14 | -1.0 | -8 | -0.5
CCN1CCN(CC(=O)Nc2ccc(N3CCCCCC3)cc2)CC1 | -5 | -1.1 | 32 | -0.1
COc1ccc(OCC(=O)Nc2ccc(Br)cc2)cc1 | -9 | -0.5 | 1 | 0.0

Three entries from above, reformatted.
Cn1c(=O)c2c(nc(CN3CCOCC3)n2CCN2CCOCC2)n(C)c1=O
  TEAD-YAP block = -6; GPR151 activ = 3.1; MITF inh = -1; FBW7 act = -0.1
COc1ccc(Cl)cc1NC(=O)/C(=C/c1cccc([N+](=O)[O-])c1)NC(=O)C1CCCCC1
  TEAD-YAP block = -5; GPR151 activ = 1.7; MITF inh = 17; FBW7 act = 1.4
CC1Cc2ccccc2N1C(=O)Cc1ccc([N+](=O)[O-])cc1 (configuration not stated)
  TEAD-YAP block = 6; GPR151 activ = 1.0; MITF inh = -5; FBW7 act = 1.1

New compounds follow
compound | TEAD-YAP block | GPR151 activ | MITF inh | FBW7 act
COc1ccc(CN2CCN(Cc3ccc(C#CC(C)(C)O)s3)CC2CCO)c(F)c1 (configuration not stated) | 1 | 2.9 | -5 | -0.2
O=C(COC(=O)c1ccco1)NC12CC3CC(CC(C3)C1)C2 | 3 | -0.2 | 16 | 0.2
CCCc1cc2nnc(SCc3ccccn3)n2c(N)n1 | -3 | 2.3 | 2 | 0.1
Cc1cccc(C)c1NC(=O)c1nccnc1CO | -8 | 1.0 | -2 | 0.0
CCOc1cc(C2Nc3ccccc3NC3=C2C(=O)CC(c2ccc(OC)cc2)C3)cc(Cl)c1O (configuration not stated) | -15 | 4.9* | 1 | 0.0
CCOCCCNC(=O)C(NC(=O)c1ccc(=O)[nH]c1)c1ccc(Cl)cc1 (configuration not stated) | -1 | 0.1 | 10 | -0.1
O=C(N=Nc1c(O)[nH]c2ccccc12)c1c[nH]c(=S)[nH]1 | 1 | 1.2 | 32 | -0.9
CN(CCC1CCOCC1)C(=O)CC1C(=O)NCCN1Cc1cccc2ccccc12 (configuration not stated) | 8 | -0.8 | 2 | 0.0
COc1cc(O)c(C(=O)/C=C/c2ccc(OC)c(O)c2)c(OC)c1 | -39 | -0.9 | -3 | 0.0
COc1ccc(NC(=O)Cn2c3ccccc3c(=O)c3cc(C)ccc32)cc1Cl | 9 | -0.8 | 11 | 0.1
CCC(=O)Oc1ccc(/C=C2/C(=O)NN(c3ccccc3)C2=O)cc1OC | 9 | -1.7 | 3 | 0.3
Cc1ccc(C)c(C2=NN(c3nc(-c4ccc(I)cc4)cs3)C(c3cccc([N+](=O)[O-])c3)C2)c1 (configuration not stated) | 4 | -0.7 | 2 | -0.1
COCCn1c(SCC(=O)NCC2CCCO2)nc2c(c1=O)SCC2 (configuration not stated) | -1 | -0.3 | 9 | 0.4
c1cc(N2CCOCC2)ccc1Nc1c2c(nc3nncn13)CCC2 | 3 | 1.5 | -7 | 0.0
CNC(=O)COC(=O)c1cccc([N+](=O)[O-])c1C | -3 | 1.3 | 2 | 0.0
COc1ccc(NC(=O)c2c(-c3ccccc3)noc2C)c(OC)c1 | 11 | 2.3 | -6 | 0.0
Nc1nc(Cl)cc(NC2CC2)n1 | 4 | 0.3 | 13 | 0.3
CCN(Cc1ccccc1)C(=O)CSc1nc2nc(C)cc(C)n2n1 | 3 | 0.0 | 5 | -0.1
CCCOc1ccc(/C(O)=C2/C(=O)C(=O)N(Cc3cccnc3)C2c2ccc(F)cc2)c(C)c1 (configuration not stated) | 1 | -2.1 | 4 | -0.1
O=C(NNC1=NC2(CCCC2)Cc2ccccc21)c1ccccc1[N+](=O)[O-] | 1 | 4.1 | 16 | 0.1
Cc1c(Cl)cccc1NC(=O)CC(NCCN1CCOCC1)C(=O)O (configuration not stated) | 8 | 1.7 | 5 | 0.0
Cc1cc(Cl)n2cc(-c3ccc(F)cc3)nc2n1 | -5 | -4.5 | -3 | -0.1
CCN(CC)S(=O)(=O)c1ccc(N/N=C(\C)c2cccc(Cl)c2)c([N+](=O)[O-])c1 | 11 | -0.1 | 3 | -0.1
CCC(C)NS(=O)(=O)c1ccc(NC(=O)CCC2CCCCC2)cc1 (configuration not stated) | 7 | -0.9 | 0 | -0.1
Cc1cc(C)cc(Nc2ccc(C(=O)O)cc2[N+](=O)[O-])c1 | 17 | -0.1 | 7 | -0.1
O=C1CC(C(=O)Nc2ccccc2)N=C(N2CCN(Cc3ccccc3)CC2)N1 (configuration not stated) | 1 | -0.9 | 12 | 0.0
COC(=O)c1ccccc1NC(=O)c1cc2c(=O)oc3ccccc3c2s1 | 3 | 1.2 | -10 | 0.1
CCOC(=O)c1cnn(-c2ccccc2)c1NC(=O)CSc1nnc(C)s1 | 0 | 0.4 | 15 | 0.3
CC1=C(C(=O)Nc2cccc(C)n2)C(c2ccc3c(c2)OCO3)C2=C(CC(C)(C)CC2=O)N1 (configuration not stated) | -1 | 1.0 | 12 | 0.2
C/C(=N/n1c(C)nnc1C)c1cccc([N+](=O)[O-])c1 | -14 | 0.5 | -11 | 0.1
O=C(NCc1ccccc1Cl)c1ccc2c(=O)n(-c3cc(C(F)(F)F)ccc3Cl)c(=S)[nH]c2c1 | -3 | -0.4 | 7 | 0.3

2 entries from above, with values under each structure:
Order of values: TEAD-YAP block	GPR151 activ	MITF inh	FBW7 act
- O=C(COC(=O)c1ccco1)NC12CC3CC(CC(C3)C1)C2
  3	-0.2	16	0.2
- COc1cc(O)c(C(=O)/C=C/c2ccc(OC)c(O)c2)c(OC)c1
  -39	-0.9	-3	0.0
